Compound activity deposited in PubChem by National Center for Advancing Translational Sciences (NCATS).
TGFb SMAD3 inh = inhibitors of TGF-b signaling; HepG2 CAGA-GFP TGF-b/SMAD3 reporter, GFP fluorescence, 18 h; TGF-beta stimulated, 500 pg/mL final; Potency, µM (titrated, usually from 46.1 µM), for inactives: top-dose activity, negative = inhibition, usual class: inhibitors; hit rate 1.2% among 410,000; AID 588855; also: potency is read from the fitted curve at half-maximal effect; % is scaled to controls: 0 for no effect and ±100 for the full control effect; nearly all actives have a fitted effect of over 65% in size
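Per well, imaged GFP fluorescence of HEPG2 CAGA-GFP cells gives the signal; cells get compound, then TGF-beta (500 pg/mL final), 18 h at 37 degrees C; %Activity versus -TGF-beta and +DMSO controls.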
HepG2 tox = HepG2 cytotoxicity, counter-screen for TGF-b inhibitors; HepG2 CAGA-GFP viability, ATP luminescence, 18 h; Potency, µM (highest dose often 46.1 µM), for the others: at the highest dose activity change, negative = cytotoxicity, hits mostly cytotoxic; hit rate 0.76% among 410,000; also: potency is read from the fitted curve at half-maximal effect; some results filed as inactive show a strong effect at the top dose
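CellTiter-Glo luminescence gave cytotoxicity after 18 hours at 37 degrees C. The cells were HepG2 CAGA-GFP in 1% FBS DMEM, stimulated with 500 pg/mL TGF-beta after compound addition. %Activity was normalised to no-cell wells (complete cell-killing) and DMSO (no toxicity), and curves were fitted and classified.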
Nrf2 block = inhibitors of Nrf2 signaling; hit rate 2.1% among 360,000; A549 ARE-Fluc reporter, luciferase luminescence, 18-24 h; Potency, µM (series often up to 46 µM), inactives show top-dose activity change, negative = inhibition, hits mostly inhibitors; also: potency is read from the fitted curve at half-maximal effect; % is scaled to controls: 0 for no effect and ±100 for the full control effect; nearly all actives have a fitted effect of over 60% in size
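A549 ARE_Fluc cells, 5000/well, 5% FBS OPTI-MEM; compounds in dose-response, 18-24 h at 37 °C/5% CO2; CellTiter-Fluor viability read (Ex 405/Em 525), then BugLite luciferase luminescence = Nrf2 activity.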
MCF10A rereplic = induces DNA re-replication in MCF 10a normal breast cells; hit rate 2.9% among 350,000; MCF 10A DNA re-replication, Hoechst nuclear intensity, 48 h; AID 624296; Potency, µM (top dose mostly 46.1 µM), without a hit: at the highest dose activity, positive = re-replication, usual class: activators; also: potency is read from the fitted curve at half-maximal effect; % of control where 0% means no effect; nearly all actives have a fitted effect of over 50% in size
A549 viability = kills or reduces viability of A549 cells in Nrf2 counter-screen | A549 ARE-Fluc cells, CellTiter-Fluor viability, 18-24 h | Potency, µM (titrated, usually from 46 µM), for inactives: at the highest dose activity change, negative = cytotoxicity, hits mostly inhibitors | hit rate 0.16% among 390,000 | AID 504648; also: potency is read from the fitted curve at half-maximal effect; % is scaled to controls: 0 for no effect and ±100 for the full control effect
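A549 ARE-Fluc cells in 5% FBS OPTI-MEM, 5000 cells/well, rested 2 h then exposed to compounds in concentration-response for 18-24 h at 37 °C. Viability by CellTiter-Fluor fluorescence (Ex 405/Em 525) after 30 min; luciferase luminescence (BugLite, 15 min, RT) read afterwards.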
ATXN2 expr inh = inhibitors of ATXN2 expression; HEK-293 ATXN2-luciferase reporter, luminescence, 24 h; Potency, µM (titrated, usually from 57 µM), inactives show at the top dose activity change, negative = inhibition, most hits filed as inhibitors; hit rate 0.72% among 360,000; also: potency is read from the fitted curve at half-maximal effect; % is scaled to controls: 0 for no effect and ±100 for the full control effect; nearly all actives have a fitted effect of over 55% in size
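qHTS (up to 57 uM final) was run with 24 h compound exposure of reporter cells at 37 °C. Each well was multiplexed: SteadyGlo luminescence measured ATXN2-luciferase expression after a fluorogenic Gly-Phe-AFC viability readout (25 uM final).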
IL-1B inflam inh = inhibitors of inflammasome signaling (IL-1 beta secretion). THP-1 LPS/ATP IL-1B secretion, AlphaLISA, 16 h; hits give low values. activity change, % at 57.5 µM. hit rate 4.7% among 360,000. AID 743279; in the data active = activity change below about -50%; inconclusive = mostly about -30% to -49%; also: % is scaled to controls: 0 for no effect and ±100 for the full control effect
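Secreted IL-1B measured by AlphaLISA bead assay after 16 h compound exposure of THP-1 cells; compounds (final up to 57.5 uM) added 1 h before LPS (250 ng/mL) and ATP (1.25 mM) stimulation; lower signal means less secretion.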
Nrf2 activator = activates Nrf2 signaling. AREc32 ARE-luciferase reporter (MCF7-derived line), luminescence, 24 h. Potency, µM (titrated, usually from 46.1 µM), inactives show at the highest dose activation, actives largely listed as activators. hit rate 0.31% among 410,000; also: potency is read from the fitted curve at half-maximal effect; % of control where 0% means no effect; nearly all actives have a fitted effect of over 65% in size
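AREc32 cells carrying an ARE-driven firefly luciferase, 1000 cells/well in OPTI-MEM with 5% FBS, dosed after overnight attachment and incubated 24 hr at 37 deg C. Steady-Glo luminescence read after 30 min at RT.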
ATXN viability = cell viability loss in ATXN counter-screen | S2 cells (HEK-293 line with an ATXN2-luciferase reporter) viability, CellTiter-Fluor protease fluorescence, 24 h | Potency, µM (doses to about 56.7 µM), actives largely listed as cytotoxic | hit rate 0.49% among 400,000 | AID 651635; also: potency is read from the fitted curve at half-maximal effect; nearly all actives have a fitted effect of over 40% in size
Numbers without * were called inactive; i = inactive; ? = inconclusive; / = no result given; [ ] = dose if it differs, or a comment. Unless noted, calls follow the shape of the dose curve; as a rule, active = well fitted curve in the direction sought with a large enough effect; inconclusive = small, poorly fitted or top-dose-only effect, or another doubt; inactive = no such curve, though single readings can be large; an effect the other way counts as inactive or inconclusive.

entry	structure	TGFb SMAD3 inh	HepG2 tox	Nrf2 block	MCF10A rereplic	A549 viability	ATXN2 expr inh	IL-1B inflam inh	Nrf2 activator	ATXN viability
1	Cc1cc(-c2ccccc2)nc(N/N=C/c2cccnc2)n1	-4%	-1%	-8%	-5%	-3%	-1%	-4	-0.6%	i
2	COc1ccc(CN2C(=O)C(=O)N(CC(N)=O)C2=O)cc1	-10%	-9%	8%	6%	1%	-5%	5	-0.7%	?
3	CCN(C(=O)CSc1nnc(-c2c[nH]c3ccccc23)o1)C1CCS(=O)(=O)C1 (stereo unspecified)	12%	8%	7%	0%	1%	/	-3	-0.8%	i
4	O=C1C(C2=NC(c3ccccn3)C3C(=O)N(c4ccc(OC(F)(F)F)cc4)C(=O)C23)=C(O)c2ccccc21 (stereo unspecified)	-2%	-6%	6%	?	0%	?	-5	-1.5%	i
5	COc1cccc(CN(C(=O)c2ccccc2Br)C2CCS(=O)(=O)C2)c1 (stereo unspecified)	0%	-7%	-12%	5%	3%	-14%	-5	3.5%	i
6	O=C(C1CC1)N1N=C(C2CCCCC2)CC1(O)C(F)(F)F (stereo unspecified)	-12%	-12%	-11%	8%	7%	1%	13	-0.2%	i
7	COc1ccc(C(C)(NC(C)=O)c2nc(/C=C/c3ccccc3)cs2)cc1 (stereo unspecified)	-2%	-18%	/	/	/	-21%	-1	-0.2%	i
8	CCn1c2ccccc2c2cc(NC(=O)c3ccco3)ccc21	-4%	-1%	21µM*	6%	-18%	3%	-52*	1.7%	i
9	CCCCn1c(CCNC(=O)c2ccc(F)cc2)nc2ccccc21	-22%	-1%	0%[9.27 µM]	/	2%	-8%	/	0.4%	i
10	CNC(=O)c1ccsc1NC(=O)c1ccc(S(=O)(=O)N2CCc3ccccc32)cc1	-28%	-43%	16µM*	12%	-1%	?	-12	-1.6%	?

Entries of single compounds, looked up by structure. Order of values: TGFb SMAD3 inh, HepG2 tox, Nrf2 block, MCF10A rereplic, A549 viability, ATXN2 expr inh, IL-1B inflam inh, Nrf2 activator, ATXN viability
O=C(C1CC1)N1N=C(C2CCCCC2)CC1(O)C(F)(F)F (stereo unspecified) is listed as -12%, -12%, -11%, 8%, 7%, 1%, 13, -0.2%, i
COc1ccc(C(C)(NC(C)=O)c2nc(/C=C/c3ccccc3)cs2)cc1 (stereo unspecified) is listed as -2%, -18%, /, /, /, -21%, -1, -0.2%, i
CCn1c2ccccc2c2cc(NC(=O)c3ccco3)ccc21 is listed as -4%, -1%, 21µM*, 6%, -18%, 3%, -52*, 1.7%, i
Cc1cc(-c2ccccc2)nc(N/N=C/c2cccnc2)n1 is listed as -4%, -1%, -8%, -5%, -3%, -1%, -4, -0.6%, i
CNC(=O)c1ccsc1NC(=O)c1ccc(S(=O)(=O)N2CCc3ccccc32)cc1 is listed as -28%, -43%, 16µM*, 12%, -1%, ?, -12, -1.6%, ?

Additional results.
entry	structure	TGFb SMAD3 inh	HepG2 tox	Nrf2 block	MCF10A rereplic	A549 viability	ATXN2 expr inh	IL-1B inflam inh	Nrf2 activator	ATXN viability
11	Cc1cc(NC(=O)CSc2nnc(-c3cccs3)n2N)no1	?	8%	/	-1%	2%	-18%	13	0.3%	?
12	COc1ccc(OC)c(CNC(=O)NCc2noc3ccc(C)cc23)c1	-35%	6%	7%	/	1%	-4%	/	0.9%	i
13	CC(=O)C(C(C)=O)C(NC(=O)c1cccnc1)(C(F)(F)F)C(F)(F)F	?	-43%	13%	21µM*	0%	2%	17	-0.5%	i
14	Cc1ccc(C(=O)COC(=O)c2cc(Cl)nc3ccccc23)cc1	6%	-12%	-4%	0%	-8%	/	19	-0.2%	/
15	CN1CCN(C(=O)C2CCCN(S(=O)(=O)c3ccc(Br)cc3)C2)CC1 (stereo unspecified)	-13%	-30%	-1%	-3%	-1%	0%	i	0.5%	i
16	O=C(CN1CCCCC1)Nc1cc(S(=O)(=O)N2CCOCC2)ccc1N1CCCC1	26%	-1%	7%	-1%	-2%	/	-11	0.5%	?
17	O=C(COC(=O)c1cccc(S(=O)(=O)N2CCCC2)c1)Nc1ccccc1C(F)(F)F	-16%	-9%	1%	6%	-1%	5%	24	-0.5%	i
18	Cc1ccc(CSCC(=O)N/N=C/c2cccc(OC3CSC3)c2)cc1	-15%	-43%	-20%	4%	-13%	/	7	2.8%	i
19	CCC(CC)C(=O)Nc1cccc(-c2nc3ncccn3c2C)c1	1%	3%	/	/	5%	/	/	5.8%	/
20	O=C1C=C(/C=C/c2ccccc2)C[C@@H](c2ccc3c(c2)OCO3)C1	?	-40%	?	-59%[inhibitor]	-4%	2%	-1	11%	i
21	CCc1nc2ccc(C(=O)N3CCN(S(=O)(=O)CC)CC3)cn2c1N(CC)C(=O)NCCc1ccccc1	2%	-1%	/	/	/	23%	12	0.9%	i
22	O=C(O)c1ccc(CNC(=O)c2ccc(S(=O)(=O)N3CCCCC3)cc2)cc1	-6%	-7%	0%	-7%	0%	3%	34	-1.2%	i
23	COc1cccc(N2CC(C(=O)Nc3nnc(SCC(=O)c4ccccc4)s3)CC2=O)c1 (stereo unspecified)	?	-7%	-5%	?	4%	-4%	-3	0.4%	i
24	CCOC(=O)c1cc(C)n(CC2CCC(C(=O)Nc3ccc(OC)cc3)CC2)c1C (stereo unspecified)	?	-24%	?	/	-21%	/	/	0.8%	/
25	CC(c1nnc(SCC(=O)N2CC(=O)Nc3ccccc32)n1Cc1ccccc1)N(C)C (stereo unspecified)	14%	1%	/	18%	0%	-4%	0	-0.1%	i
26	Cc1cc(C(F)F)nn1CC(=O)NCc1ccccc1F	-1%	-25%	-5%	1%	5%	-1%	0	-0.3%	i
27	O=C(Cn1cnc2ccccc21)Nc1cc(C(F)(F)F)ccc1N1CCOCC1	-18%	-9%	-14%	3%	-2%	6%	-17	-0.1%	i
28	O=Cc1c(NCCN2CCCC2)c2ccccc2[nH]c1=O	5%	13%	3%	-2%	-7%	13%	9	-0.1%	i
29	CNC(=O)/C(C#N)=C\c1ccc(CNS(=O)(=O)c2ccc(Cl)cc2)o1	8%	-3%	-3%	-2%	-1%	-15%	3	-0.6%	i
30	O=C1CC(c2ccccc2)CC(=O)C1=CN1CCCC1 (stereo unspecified)	-5%	-23%	-2%	5%	5%	2%	5	-0.1%	i
31	O=C(CCCCn1c(=O)c2ccccc2n(CC(=O)Nc2ccc(F)cc2)c1=O)NCc1ccco1	-7%	-6%	/	8%	-9%	6%	-21	2.6%	i
32	COc1cc(-c2cc(O)c(-c3ccc4ccccc4n3)c(=O)[nH]2)cc(OC)c1OC	-1%	-5%	-14%	12µM*	-9%	-5%	4	2.6%	i
33	CC12CCCC(=O)C1CCC(=Cc1ccco1)C2=O (stereo unspecified)	0%	-18%	/	/	/	/	0	5.6%	i
34	COc1cc(C(=O)Nc2cc(C)ccn2)ccc1OCC(=O)N1CCOCC1	4%	-29%	?	-5%	4%	28%	12	3.3%	i
35	O=C(Nc1ccc2c(c1)OCO2)C1Cc2ccccc2CN1S(=O)(=O)c1cccs1 (stereo unspecified)	-19%	2%	14%	4%	1%	43%[activator]	-4	-0.5%	?
36	C[C@@]12C(=O)N(CC3CC3)CC(=O)N1[C@H](C1CC1)[C@@H]1C(=O)N(c3ccccc3)C(=O)[C@@H]12	3%	12%	1%	12%	-1%	0%	19	-0.2%	i
37	COc1ccc(Cl)cc1C(=O)OCC(=O)Nc1cccnc1Cl	-9%	4%	8%	-7%	20%	/	-9	2.0%	i
38	O=C(Cc1ccccc1)Nc1ccc(NC(=O)C2CC2)nc1	21%	0%	24%	5%	13%	19%	-12	-0.1%	i
39	O=c1cc(C(F)(F)C(F)F)oc2ccccc12	-1%	7%	-2%	?	-5%	4%	11	-0.8%	i
40	COc1ccccc1N1CCN(C(=O)C2CCN(C(=O)c3cccc(Cl)c3)CC2)CC1	5%	-6%	?	-6%	-13%	-16%	24	-0.2%	i
41	Cc1cc(C)c(/C=N/n2c(C)cc(C)c(C#N)c2=O)c(C)c1	-7%	-2%	-8%	?	0%	13%	i	-0.7%	i
42	CN(CC(=O)Nc1ccccc1Br)CC(=O)Nc1ccccc1-c1ccccc1	-18%	-18%	-18%	12%	-6%	-12%	-26	-1.2%	i
43	CCc1ccc2c(c1)c(=O)c(S(=O)(=O)c1ccccc1)cn2CC(=O)Nc1cc(C)ccc1C	17%	-1%	8%	/	2%	-1%	/	0.1%	i
44	COc1ccc(NC(=O)c2cc(-c3ccc4c(c3)OCO4)on2)cc1OC	-13%	-19%	?	?	1%	-17%	6	0.2%	i
45	Cc1nn(C)c(C)c1S(=O)(=O)N(CC(=O)NCCN1CCOCC1)c1ccc(C(C)C)cc1	-27%	-2%	-10%	-1%	-6%	4%	1	0.1%	i
46	COc1ccc(CCN2CC(=O)NC(=O)C2)cc1OC	19%	-8%	/	/	/	/	-10	-1.4%	i
47	O=S(=O)(Nc1cccc(F)c1)c1ccc2[nH]c3c(c2c1)CCCCC3	?	-101%	?	/	-2%	0%	/	-0.4%	28µM*
48	Cc1cccc(C(=O)Nc2ccccc2-c2nnn(CC(=O)Nc3ccc4c(c3)OCCO4)n2)c1	9%	-13%	?	?	-6%	-15%	19	0.2%	?
49	Cc1ccc(C)c(N(C)C(=O)CCS(=O)(=O)c2cccc3nonc23)c1	-16%	-3%	1%	6%	10%	0%	-3	2.1%	i
